# GSK3B inh: human GSK3beta kinase inhibition; P49841; GST-GSK3beta kinase, ADP-Glo luminescence, 60 min; active compounds read low; activity score (negative = inhibition), % at 10 µM; 0.038% of 300,000 active; AID 2097;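 active = more than half of replicate wells score below -50%, meaning over 50% inhibition versus plate controls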;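 also: 0% = median DMSO wells and -100% = median GW8510 positive control wells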
#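 Assay system: GST-fused GSK3beta enzyme, cell-free / Medium: Tris pH 7.5 buffer with MgCl2, DTT, BSA, heparin / Also added: peptide substrate plus 25 µM ATP (final) / Compound: 10 µM single point / Timing: kinase reaction with compound 60 min at room temperature / Detection: ADP-Glo luminescence / Benchmarks: DMSO neutral wells and GW8510 at 20 µM as positive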
# KCNQ1 block: inhibitors of human KCNQ1 potassium channel; P51787; CHO-K1 KCNQ1, FluxOR thallium flux fluorescence; active compounds read high; B-score at 10 µM; 1.3% of 310,000 active;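 active = compounds whose thallium flux B-score, printed positive for inhibition, exceeds three library SD while starting fluorescence stays within three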;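 also: channel opened by potassium depolarization with thallium stimulus after 20 min compound exposure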
# KCNQ1 pot: potentiates or activates the human KCNQ1 potassium channel. CHO-K1 KCNQ1, thallium flux FluxOR fluorescence; active compounds read high. B-score at 10 µM. 0.35% of 310,000 active;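 active = fluorescence ratio B-score, a plate-corrected score, at least three library SD, with initial intensity B-score within 5 SD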
#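 System: CHO-K1 cells stably expressing KCNQ1 / Medium: assay buffer for compound exposure, DMSO matched across wells / Reagent: thallium- and potassium-containing depolarizing buffer / Compound: one concentration, matched DMSO / Incubation: 20 min compound pretreatment at room temperature / Measured by: kinetic FluxOR fluorescence, 10 s baseline plus 110 s post-stimulus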
# GSK3 alpha inh: blocks human GSK-3 alpha kinase | ADP-Glo luminescence, 60 min | inhibition, % at 10 µM | 0.1% of 320,000 active | AID 2650;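 in the data active = inhibition above about 50%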;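 also: GST-tagged GSK-3 alpha with peptide substrate and 25 µM ATP; 0% = DMSO neutral wells and 100% = GW8510 positive control wells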
# PolyA inhibitor: yeast polyadenylation inhibition. S. cerevisiae SKY197-pL101 polyadenylation reporter, beta-gal luminescence; efflux-impaired pdr1/pdr3 knockout yeast; score 100 = 6 SD above DMSO. calls only at 12 µM. 0.02% of 300,000 active;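 active = lowest replicate activity score at least 50, where 100 means six control SD above control mean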;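 also: yeast exposed to compound for 9 h at 30 °C; higher score means more reporter readthrough which indicates perturbed polyadenylation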
# RGS4 pot: potentiators or activators of RGS4; AID 463111; 0.92% of 310,000 active; HEK293 M3R/inducible RGS4, carbachol calcium flux Fluo4; active compounds read low; B-score at 10 µM;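 active = B-score of the integrated calcium signal more than 4 SD below the library mean, with starting fluorescence not abnormally high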;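 also: negative B-score means reduced calcium response which marks RGS4 activation or potentiation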
#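 Reagent: ECmax carbachol challenge; Test system: M3R-expressing HEK293 line, RGS4 induced by doxycycline; Schedule: overnight RGS4 induction, 30 min dye load 37 °C, 20 min compound RT; Detection: calcium dye Fluo4 fluorescence; Read-out: Agonist-evoked peak-minus-minimum fluorescence over baseline, integrated ratio, B score.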
# hERG rescue: hERG (human) protection from proarrhythmic block | Q12809 | CHO-hERG, FluxOR thallium flux, dofetilide IC70 present | activation (rescue from dofetilide block), less the hit threshold, % at 10 µM | 0.51% of 310,000 active;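 active = activation above the mean of controls blocked by dofetilide plus 5 SD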;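 also: thallium influx through hERG after potassium depolarization seen as dye fluorescence rise; in these data hits start at about 4.7%; inactives centre near -7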
# Target sequence (Q12809 whole entry, looked up): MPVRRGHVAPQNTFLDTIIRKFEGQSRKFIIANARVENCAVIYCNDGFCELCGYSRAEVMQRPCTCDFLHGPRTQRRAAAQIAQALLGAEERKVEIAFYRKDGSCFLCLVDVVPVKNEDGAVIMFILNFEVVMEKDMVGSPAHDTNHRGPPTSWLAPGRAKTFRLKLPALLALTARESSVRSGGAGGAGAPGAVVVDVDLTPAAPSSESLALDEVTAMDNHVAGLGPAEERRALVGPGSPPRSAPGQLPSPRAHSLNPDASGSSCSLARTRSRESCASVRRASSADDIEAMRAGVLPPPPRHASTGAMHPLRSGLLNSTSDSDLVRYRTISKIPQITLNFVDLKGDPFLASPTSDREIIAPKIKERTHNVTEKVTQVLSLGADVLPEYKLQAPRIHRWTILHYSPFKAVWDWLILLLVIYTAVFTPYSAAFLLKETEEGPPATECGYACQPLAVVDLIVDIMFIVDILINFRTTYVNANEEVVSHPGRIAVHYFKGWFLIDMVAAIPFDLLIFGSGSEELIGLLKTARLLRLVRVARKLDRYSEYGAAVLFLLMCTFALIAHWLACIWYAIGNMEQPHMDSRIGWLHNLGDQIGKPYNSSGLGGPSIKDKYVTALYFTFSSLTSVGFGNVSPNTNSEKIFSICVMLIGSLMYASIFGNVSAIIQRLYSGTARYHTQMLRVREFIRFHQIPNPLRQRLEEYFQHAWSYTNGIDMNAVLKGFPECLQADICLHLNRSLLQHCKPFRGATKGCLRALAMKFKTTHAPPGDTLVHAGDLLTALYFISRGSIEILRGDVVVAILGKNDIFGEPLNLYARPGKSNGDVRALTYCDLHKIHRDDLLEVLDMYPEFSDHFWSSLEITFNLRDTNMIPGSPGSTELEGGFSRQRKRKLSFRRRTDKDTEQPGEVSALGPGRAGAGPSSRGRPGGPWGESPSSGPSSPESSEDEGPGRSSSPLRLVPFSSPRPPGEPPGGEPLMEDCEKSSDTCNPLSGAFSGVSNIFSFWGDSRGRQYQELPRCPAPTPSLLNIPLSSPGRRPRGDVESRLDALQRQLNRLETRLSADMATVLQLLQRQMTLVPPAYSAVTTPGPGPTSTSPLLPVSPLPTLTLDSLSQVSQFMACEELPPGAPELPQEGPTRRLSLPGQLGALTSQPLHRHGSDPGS
# RGS4 inh: human RGS4 inhibition; B-score at 10 µM; 0.45% of 310,000 active; HEK293 M3R/RGS4 inducible, Fluo-4 calcium flux; active compounds read high; triggered by carbachol at its EC20; P49798; AID 463165;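 active = B-score, a plate-corrected calcium signal, over three deviations above library mean, with baseline fluorescence within five deviations of library mean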;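 also: RGS4 expression induced by doxycycline in cells with stable M3 receptor; B-score is computed from the integrated fluorescence ratio over baseline after carbachol; higher B-score means a larger calcium signal and so more RGS4 inhibition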
# Dyrk1A ADPGlo: blocks rat Dyrk1A kinase activity | Q63470 | ADP-Glo luminescence, NFATc1 peptide | inhibition, % at 12.5 µM | 0.43% of 310,000 active; in the data active = inhibition above about 50%;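 also: plate controls were vehicle with enzyme for no effect and no enzyme for full effect; many of its hits are not listed in these tables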
# KCNK9 inh: blocks the human KCNK9 two-pore domain potassium channel; HEK293 KCNK9, FluxOR thallium flux fluorescence; active compounds read low; AID 488922; 1.2% of 310,000 active; B-score at 10 µM; Q9NPC2;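 active = ratio B-score over 3 SD below the library mean, with starting fluorescence within 5 SD of its mean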;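 also: negative B-score means less thallium flux so channel inhibition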
# KCNK3 inh: human KCNK3 channel inhibition, primary screen. CHO-KCNK3 thallium flux, FluxOR fluorescence; active compounds read low. B-score at 10 µM. 0.84% of 340,000 active. O14649;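 active = B-score under library mean minus 4 SD, starting fluorescence ratio at most library mean plus 5 SD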;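 also: more negative B-score means stronger inhibition of thallium flux through KCNK3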
# * marks the source's active call; other numbers are inactive results; i = inactive; x = not tested or not shown.
Molecule	KCNK3 inh	Dyrk1A ADPGlo	GSK3B inh	KCNQ1 block	GSK3 alpha inh	KCNQ1 pot	hERG rescue	PolyA inhibitor	KCNK9 inh	RGS4 inh	RGS4 pot
Cc1ccc(S(=O)(=O)N2CCN(C(=O)CC(C)C)CC2)cc1	i	1	2	i	-1	i	-14	i	i	i	i
CCOC(=O)c1cccc(NC(=O)c2c(N)n(C)c(=O)[nH]c2=O)c1	x	x	-4	i	-1	i	-3	i	i	i	i
CC(C)(C)/C(O)=C(/C#N)c1nc2ccccc2[nH]1	i	7	2	i	0	i	-11	i	i	i	i
Cc1ccc(S(=O)(=O)NCC(=O)OC2CCOC2=O)cc1 (stereo not drawn)	i	14	-2	i	-2	i	0	i	i	i	i
CCNC(=O)c1ccc(NC(=O)CC2SC(N3CCCC3)=NC2=O)cc1 (stereo not drawn)	i	13	-1	i	-1	i	-14	i	i	i	i
NC(=O)Nc1cccc2ccccc12	i	9	2	i	-1	i	-11	i	i	i	i
Cc1cc(C)n2cc(CSc3nc4cc(Cl)ccc4o3)nc2n1	i	11	4	i	3	i	-5	i	i	i	i
COC(=O)c1cc(C)sc1NC(=O)CN1CCN(C(=O)C2CCCO2)CC1 (stereo not drawn)	i	-1	0	i	0	i	-13	i	i	i	i
CCc1ccc(NC(=O)Cn2cnc3sc(C)c(S(=O)(=O)N4CCOCC4)c3c2=O)cc1	i	2	-1	i	-2	i	-7	i	i	i	i
COc1cc(/C=N/NC(=O)c2ccc(O)cc2)ccc1OCC(=O)N1CC(C)OC(C)C1 (stereo not drawn)	i	-6	0	i	1	i	-6	i	i	i	i
CCC(C)NC(=O)c1ccc(COc2ccccc2Cl)cc1 (stereo not drawn)	i	0	6	i	4	i	-11	i	i	i	i
CN1CCN(C(=O)C2=C[C@H](c3csc4ccccc34)C[C@H](OCc3ccc(CO)cc3)O2)CC1	i	-3	2	i	-2	i	-11	i	i	i	i
CC(=O)Nc1ccc(Nc2nc(-c3c(C)nc4ccccn34)cs2)cc1	i	x	-1	i	-1	i	0	i	i	i	i
CN(c1ccccc1)S(=O)(=O)c1cccc(C(=O)OCC(=O)NCCCN2CCCC2=O)c1	i	-3	-5	i	-1	i	-10	i	i	i	i
O=C(CCC(=O)N(CC(=O)NC1CCCC1)Cc1ccc2c(c1)OCO2)Nc1nccs1	x	x	2	i	4	i	-14	i	i	i	i
c1ccc2sc(SCc3ccc(-c4nnco4)cc3)nc2c1	i	7	3	i	0	i	-8	i	i	i	i
Cc1ccc2cc(C)c3nnc(SCC(=O)N4CCN(C(=O)c5ccco5)CC4)n3c2c1	i	-5	2	i	1	i	-3	i	i	i	i
COC(=O)/C=C1/S/C(=N/NC(=O)c2ccccc2)NC1=O	i	7	3	i	2	i	-10	i	i	i	i
COc1ccc(Br)cc1S(=O)(=O)Nc1ncn[nH]1	i	1	3	i	1	i	0	i	i	i	i
COc1ccc(-c2ccc(SCC(=O)N3CCCC3)nn2)cc1OC	i	-1	0	i	x	i	-10	i	i	i	i
COC(=O)c1ccc2c(=O)n(CCN3CCOCC3)c(=S)[nH]c2c1	i	-5	-1	i	-2	i	1	i	i	i	i
O=C1CC(c2ccc3c(c2)OCO3)CN1 (stereo not drawn)	i	-7	-3	i	-3	i	-7	i	i	i	i
CCc1cc2c(=O)[nH]c(Cc3ccc(OC)cc3)nc2s1	i	-1	3	i	-1	i	-10	i	i	i	i
CC(C)(C)OC(=O)NCCCCCc1nnc(SCc2ccccc2F)o1	i	5	-1	i	-3	i	-7	i	i	i	i
CC(Oc1ccccc1C(N)=O)C(=O)Nc1ccc(S(=O)(=O)N2CCCC2)cc1 (stereo not drawn)	i	-1	-1	i	-1	i	-9	i	i	i	i
COc1ccccc1OCC(=O)N/N=C/C=C/c1ccc([N+](=O)[O-])o1	i	4	12	i	x	i	-5	i	i	i	i
COc1ccc(N2CCN(C(=O)CSc3ccccc3N)CC2)cc1	i	-2	-2	i	-1	i	-13	x	i	i	i
O=C(Nc1ccc(C(=O)O)cc1)/C(=C/c1cccc(Br)c1)NC(=O)c1ccco1	i	2	1	i	-5	i	-15	i	i	i	i
CC1=CC(C)(C)NC(=O)N1c1ccc(C)cc1	i	1	2	i	0	i	-11	i	i	i	i
Cn1c(SCC(=O)N(Cc2ccccc2)C(C)(C)C)nc2ccccc21	i	3	1	i	-3	i	-11	i	i	i	i
COc1cc(CNn2cnnc2)ccc1OCC(=O)NC1CCCCC1	i	-5	0	i	1	i	-11	i	i	i	i
Cc1ccc(C(c2c(C)[nH][nH]c2=O)c2c(C)[nH][nH]c2=O)cc1	i	-1	0	i	-1	i	-6	i	i	i	i
CCn1c2c(c(C)cc1=O)C(=O)CC(C)(C)C2	i	-9	2	i	-1	i	-4	i	i	i	i
CCCN1Cc2cccc(C(=O)NCCCOC(C)C)c2C1=O	i	-3	3	i	1	i	-5	i	i	i	i
COc1ccc(-c2cc(C(=O)Nc3ccc(O)cc3)c3ccccc3n2)cc1OC	i	5	-4	i	-1	i	-14	i	i	i	i
Cc1ccc(N2C(=O)[C@@H]3C(c4ccc(F)cc4)=NO[C@@H]3C2=O)cc1	i	-4	-2	i	-1	i	-5	i	i	i	i
COC(=O)c1ccccc1NC(=O)CCS(=O)(=O)c1ccc(Br)s1	i	2	-2	i	x	i	-11	i	i	i	i
COc1ccc(C(=O)NCCC2=CCCCC2)cc1S(=O)(=O)N1CCOCC1	i	3	2	i	-1	i	-11	i	i	i	i
Cc1ccc(S(=O)(=O)NCCC(=O)N2CCN(S(=O)(=O)c3ccccc3)CC2)cc1C	i	11	6	i	-3	i	-13	i	i	i	i
COc1cccc(C(=O)Nc2ccc(NC(=O)c3cc4ccccc4o3)c(OC)c2)c1	i	4	4	i	-3	i	-2	i	i	i	i
CC(CC(=O)Nc1nc2ccccc2[nH]1)n1ccnc1 (stereo not drawn)	i	x	-1	i	-3	i	-15	i	i	i	i
O=C1NC2(CCCCC2)Cc2ccccc21	i	15	0	i	2	i	-6	i	i	i	i
O=C(N/N=C/c1cc([N+](=O)[O-])ccc1O)c1cccc2ccccc12	i	-1	-1	i	1	i	-8	i	i	i	i
O=C(COc1ccc(Br)cc1F)NC1CCN(Cc2ccccc2)CC1	i	4	1	i	x	i	-8	i	i	i	i
Cc1ccc(C2C=C(c3ccc4c(c3)OCO4)Nc3ncnn32)cc1 (stereo not drawn)	i	8	2	i	x	i	-6	i	i	i	i
O=C(CCN1c2ccccc2Sc2ccccc21)OCC(=O)N1CCN(C(=O)c2ccco2)CC1	i	19	2	i	2	i	-7	i	i	i	i
Cn1nc(C(F)(F)F)c(/C=N/OC(=O)c2ccccc2)c1SCc1ccccc1Cl	i	8	-1	i	3	i	-9	i	-7.9*	i	i
C/C(CC(=O)NCc1ccc(Cl)cc1)=N\NC(=O)Cc1ccccc1	i	-6	-6	i	-3	i	-12	i	i	i	i
O=C(Nc1ccc2c(c1)OCO2)C(c1ccc(Cl)cc1)N1CCC2(CC1)OCCO2 (stereo not drawn)	i	3	2	i	0	i	-7	i	i	i	i
COc1cc(Cl)ccc1OCc1cc(C(=O)NC(C)Cc2cccnc2)no1 (stereo not drawn)	i	-3	0	i	1	i	-14	i	i	i	i
COC(=O)CNC(=O)c1ccccc1C	i	3	-2	i	-4	i	-7	i	i	i	i
O=C(CN1C(=O)C2CCCCC2C1=O)Nc1ccccc1C(=O)O (stereo not drawn)	i	4	x	i	-2	i	0	i	i	i	i
CCCCN(CCCC)C(=O)c1cc2ccccc2c(=O)o1	i	10	1	i	0	i	-17	i	i	i	i
CCNC(=S)Nc1ccc(Cl)c(C(F)(F)F)c1	i	9	1	i	-1	i	-12	i	i	i	i
CN(C(=O)COC(=O)c1cc([N+](=O)[O-])ccc1N1CCCC1)C1CCS(=O)(=O)C1 (stereo not drawn)	i	3	-4	i	-3	i	-10	i	i	i	i
CC(C)c1ccc(O)c(NC(=O)c2ncn[nH]2)c1	i	-1	-1	i	-28	i	-13	x	i	i	i
O=C(/C=C/c1ccc(O)c(O)c1)OC(Cc1ccc(O)c(O)c1)C(=O)O (stereo not drawn)	i	26	-5	i	8	i	-5	i	i	i	i
CC(C)CNC(=S)Nc1ccc(Oc2ccccc2)cc1	i	-3	-1	i	-4	i	-6	i	i	i	i
CCOCCN1CCN(c2c3c(nc4cc(-c5ccc(F)cc5)nn24)CCC3)CC1	i	-5	-2	i	x	i	-8	i	i	i	i
NC(=O)c1ccccc1NS(=O)(=O)c1ccccc1	i	-7	0	i	-4	i	-8	i	i	i	i

# Next section.
Molecule	KCNK3 inh	Dyrk1A ADPGlo	GSK3B inh	KCNQ1 block	GSK3 alpha inh	KCNQ1 pot	hERG rescue	PolyA inhibitor	KCNK9 inh	RGS4 inh	RGS4 pot
COCc1c(N)c(C)nc(Cl)c1C#N	i	-8	0	i	-1	i	-10	i	i	i	i
CCOc1ccccc1NC(=O)/C=C/c1ccccc1[N+](=O)[O-]	i	4	-2	i	-2	i	-3	i	i	i	i
Brc1ccccc1OCCN1CCOCC1	i	-3	1	i	-1	i	-10	i	i	i	i
CCn1c2ccccc2c2cc(CN3CCN(S(C)(=O)=O)CC3)ccc21	i	15	3	i	-1	i	-10	i	i	i	i
Cc1ccc(Cl)cc1NS(=O)(=O)c1ccc2c(c1)NC(=O)C(C)C(=O)N2 (stereo not drawn)	i	3	-1	i	4	i	-7	i	i	i	i
Cc1ccc(N(CC(=O)NC2CCCCC2)S(=O)(=O)c2cccs2)cc1	i	-2	-2	i	-2	i	-9	i	i	i	i

# A portion of the library; the hit share may differ from the screen's.
